MmCpn inh: Inhibitors of TCP-1 ring complex (TRiC) of Methanococcus maripaludis (MmCpn): qHTS; 330,000 compounds, 0.031% hits; AID 504842, 2011; purified Mm-Cpn ATPase, ADP Transcreener TR-FRET; Potency, µM (series often up to 76.9 µM), without a hit: top-dose activity, negative = inhibition, actives largely listed as inhibitors; also: potency is read from the fitted curve at half-maximal effect; % is scaled to controls: 0 for no effect and ±100 for the full control effect; nearly all actives have a fitted effect of over 80% in size
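Quantitative HTS used 25 nM Mm-CPN and 10 uM ATP in magnesium/KCl Tris buffer, pH 7.4, with 1 mM DTT. Hydrolysis ran 30 min at 37°C; ADP was read by HTRF.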
Akt phos inh: HTS Assay for Inhibitors of Akt Phophorylation: Primary Screen | Neuro2A IGF-stimulated pAkt S473 HTRF, 20 min; active compounds read low | activity change, % for hits at 50 µM | 360,000 compounds, 0.32% hits | AID 651550, 2012; in the data active = activity change below about -80%; inconclusive = mostly about -51% to -80%; also: % is scaled to controls: 0 for no effect and ±100 for the full control effect
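Neuro2A cells (4,500/well, DMEM with 0.5% FBS) were treated with compound at a single 50 µM final concentration, stimulated with 6 nM IGF for 20 min at 37 °C, and lysed. Phospho-Akt Ser473 was read by HTRF as 665/615 ratio ×10^4.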
Nrf2 inh: Nrf2 qHTS screen for inhibitors; 360,000 compounds, 2.1% hits; A549 ARE-Fluc reporter, luciferase luminescence, 18-24 h; Potency, µM (series often up to 46 µM), without a hit: top-dose activity change, negative = inhibition, usual class: inhibitors; also: potency is read from the fitted curve at half-maximal effect; % is scaled to controls: 0 for no effect and ±100 for the full control effect; nearly all actives have a fitted effect of over 60% in size
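A549 ARE_Fluc cells (5000/well, 5% FBS OPTI-MEM) pre-incubated 2 h, then treated with compounds 18-24 h at 37C/5% CO2 in concentration-response. CellTiter-Fluor viability read first; BugLite luciferase luminescence after 15 min at room temperature gives Nrf2 activity.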
Nrf2 activator: qHTS of Nrf2 Activators; AREc32 ARE-luciferase reporter (MCF7-derived line), luminescence, 24 h; Potency, µM (top dose mostly 46.1 µM), without a hit: at the highest dose activation, usual class: activators; 410,000 compounds, 0.31% hits; AID 624171, 2012; also: potency is read from the fitted curve at half-maximal effect; % of control where 0% means no effect; nearly all actives have a fitted effect of over 65% in size
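Nrf2 activation is followed as ARE-luciferase induction in the AREc32 line after one day of compound treatment; luminescence is read with Steady-Glo.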
TGFb inhibitor: qHTS for Inhibitors of TGF-b | 410,000 compounds, 1.2% hits | HepG2 CAGA-GFP TGF-b/SMAD3 reporter, GFP fluorescence, 18 h; TGF-beta stimulated, 500 pg/mL final | Potency, µM (series often up to 46.1 µM), inactives show at the top dose activity, negative = inhibition, hits mostly inhibitors | AID 588855, 2011; also: potency is read from the fitted curve at half-maximal effect; % is scaled to controls: 0 for no effect and ±100 for the full control effect; nearly all actives have a fitted effect of over 65% in size
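TGF-beta reporter screen: HEPG2 CAGA-GFP, 1% FBS, 500 pg/mL TGF-beta final, 18 h; per-cell GFP summed per well; curves fitted and categorized by class.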
CCT modulator: High-Throughput Screening for Modulators of Cytosolic Chaperonin Activity; purified chaperonin ATPase assay, HTRF ADP detection, 30 min; activity change, % (no concentration beside the values), hits read low; 360,000 compounds, 0.3% hits; in the data active = activity change below about -30%; also: % is scaled to controls: 0 for no effect and ±100 for the full control effect
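Enzyme 40 or 20 nM (batch-dependent) in Tris pH 7.4/KCl/MgCl2/DTT; cpd 76 uM single point; ATP 10 uM; 30 min 37 °C; Transcreener ADP HTRF detection, 30 min RT; ratio 665/615.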
A549 tox: Nrf2 qHTS screen for inhibitors: counterscreen for cytotoxicity; A549 ARE-Fluc cells, CellTiter-Fluor viability, 18-24 h; Potency, µM (doses to about 46 µM), without a hit: at the top dose activity change, negative = cytotoxicity, actives largely listed as inhibitors; 390,000 compounds, 0.16% hits; AID 504648, 2011; also: potency is read from the fitted curve at half-maximal effect; % is scaled to controls: 0 for no effect and ±100 for the full control effect
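A549 ARE-Fluc cells in 5% FBS OPTI-MEM, 5000 cells/well, rested 2 h then exposed to compounds in concentration-response for 18-24 h at 37 °C. Viability by CellTiter-Fluor fluorescence (Ex 405/Em 525) after 30 min; luciferase luminescence (BugLite, 15 min, RT) read afterwards.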
HepG2 tox: qHTS for Inhibitors of TGF-b: Cytotox Counterscreen. AID 588856, 2011. 410,000 compounds, 0.76% hits. HepG2 CAGA-GFP viability, ATP luminescence, 18 h. Potency, µM (titrated, usually from 46.1 µM), for inactives: at the highest dose activity change, negative = cytotoxicity, actives largely listed as cytotoxic; also: potency is read from the fitted curve at half-maximal effect; some results filed as inactive show a strong effect at the top dose
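HepG2 CAGA-GFP cells (1000/well, DMEM with 1% FBS) received compound, then TGF-beta at 500 pg/mL final, and were incubated 18 hours at 37 degrees C. Viability was read by CellTiter-Glo luminescence. Media-only wells were set as complete cell-killing and DMSO as no toxicity.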
S2 tox: Viability Counterscreen for Primary qHTS for Inhibitors of ATXN expression. S2 cells (HEK-293 line with an ATXN2-luciferase reporter) viability, CellTiter-Fluor protease fluorescence, 24 h. Potency, µM (series often up to 56.7 µM), actives largely listed as cytotoxic. 400,000 compounds, 0.49% hits; also: potency is read from the fitted curve at half-maximal effect; nearly all actives have a fitted effect of over 40% in size
The depositor's hits bear a star; i = inactive; ? = inconclusive; . = not tested or not shown. Unless noted, calls follow the shape of the dose curve; as a rule, active = well fitted curve in the direction sought with a large enough effect; inconclusive = small, poorly fitted or top-dose-only effect, or another doubt; inactive = no such curve, though single readings can be large; an effect the other way counts as inactive or inconclusive.

(1) O=C(NC1=NCCS1)C1CCN(S(=O)(=O)c2cc([N+](=O)[O-])ccc2Cl)CC1
(2) Cc1n[nH]c(=O)nc1Nc1ccc(O)cc1
(3) Cc1cc(OCC(=O)Nc2ccccc2N2CCCC2)ccc1C(C)C
(4) Cc1cc(C)cc(-n2c(C)cc(/C=N/NC(=O)CSc3ncccn3)c2C)c1
(5) COc1ccc(-c2noc(-c3ccc(NC(C)c4ccccc4)c([N+](=O)[O-])c3)n2)cc1OC (centres undefined)
(6) CCOC(=O)CC[C@H](NC(=O)Cn1cnc2c(OCc3ccccc3)ncnc21)C(=O)OCC
assay / compound,1,2,3,4,5,6
MmCpn inh,2%,-2%,0%,-1%,.,-8%
Akt phos inh,i,i,i,i,.,i
Nrf2 inh,3%,.,-3%,?,?,-1%
Nrf2 activator,24%,-0.1%,-0.4%,-0.5%,-0.7%,0.6%
TGFb inhibitor,?,11%,-5%,0%,1%,-19%
CCT modulator,-7.0,-1.4,-2.3,0.4,.,-3.2
A549 tox,-5%,3%,1%,-28%,-9%,0%
HepG2 tox,-19%,1%,-7%,-4%,0%,-24%
S2 tox,?,i,i,i,i,i

(7) CSc1ccccc1-c1nnc(NC(=O)Cc2ccccc2)o1
(8) O=C(Cn1ncnn1)OCc1ccccc1Cl
(9) C/C(=N\NC(=O)c1ccc(Br)cc1)C1C(=O)c2ccccc2C1=O
(10) O=C1CCC([N+](=O)[O-])C(c2ccc(-c3ccccc3)cc2)N1 (centres undefined)
(11) Cc1c(S(=O)(=O)NC2CCCCC2)c(=O)n(C)c(=O)n1C
(12) CN1CCN(c2ccccc2NC(=O)c2ccc3c(c2)OCCO3)CC1
assay / compound,7,8,9,10,11,12
MmCpn inh,-11%,0%,0%,.,3%,-2%
Akt phos inh,i,i,i,i,i,i
Nrf2 inh,-6%,-5%,?,5%,?,1%
Nrf2 activator,-0.7%,-0.5%,0.6%,-0.6%,0.0%,0.0%
TGFb inhibitor,6%,8%,?,0%,-7%,-11%
CCT modulator,-1.1,-0.7,0.6,-1.0,1.1,-1.3
A549 tox,0%,-11%,?,1%,0%,-2%
HepG2 tox,6%,4%,-79%,13%,0%,-23%
S2 tox,i,i,.,i,i,i

(13) N#Cc1nc(Cc2cccc3ccccc23)oc1NCC1CCCO1 (centres undefined)
(14) S=c1[nH]nc(-c2c[nH]c3ccccc23)o1
(15) COCCN(CCOC)c1ncnc2c1cnn2-c1ccccc1
(16) Cc1cccc(N(C(=O)Cn2nnc3ccccc32)C(C(=O)NC(C)(C)C)c2ccsc2)c1 (centres undefined)
(17) Cc1ccc(NCCC(=O)c2ccc(Cl)cc2)cc1C
(18) Oc1oc(-c2ccccc2)nc1C=Nc1ccccc1
assay / compound,13,14,15,16,17,18
MmCpn inh,-2%,-4%,-1%,-1%,0%,-1%
Akt phos inh,i,i,i,i,i,i
Nrf2 inh,-12%,26%,7%,0%,.,?
Nrf2 activator,-0.4%,1.4%,4.6%,-0.2%,2.4%,?
TGFb inhibitor,1%,-3%,-1%,3%,-7%,?
CCT modulator,-2.3,-0.9,0.0,0.3,-1.1,-0.3
A549 tox,3%,-2%,3%,-3%,4%,-2%
HepG2 tox,0%,0%,2%,-1%,-13%,-17%
S2 tox,i,i,i,i,i,i

Molecules listed so far that have an aryl thioether with sulfur outside any ring (2):
(4) Cc1cc(C)cc(-n2c(C)cc(/C=N/NC(=O)CSc3ncccn3)c2C)c1
(7) CSc1ccccc1-c1nnc(NC(=O)Cc2ccccc2)o1
assay / compound,4,7
MmCpn inh,-1%,-11%
Akt phos inh,i,i
Nrf2 inh,?,-6%
Nrf2 activator,-0.5%,-0.7%
TGFb inhibitor,0%,6%
CCT modulator,0.4,-1.1
A549 tox,-28%,0%
HepG2 tox,-4%,6%
S2 tox,i,i

(further entries)
(19) CCCC[C@@H]1C=C(C(=O)O)[C@H](c2ccc(C)cc2)N1S(=O)(=O)c1ccc(C)cc1
(20) COc1nc(Cl)cn(-c2ccc(C)cc2)c1=O
(21) COc1ccc2nc(C)cc(NCc3cccc(C(F)(F)F)c3)c2c1
(22) Cc1c(-c2ccc(F)cc2)nc(N)c(C#N)c1-c1cccnc1
(23) Cn1c2ccccc2c2cnn(CC(=O)N3CCN(c4cccc(C(F)(F)F)c4)CC3)c(=O)c21
(24) CN(C)CCCNc1cc(Cl)c(S(=O)(=O)N2CCCCC2)cc1C(=O)O
assay / compound,19,20,21,22,23,24
MmCpn inh,-2%,0%,0%,2%,.,-1%
Akt phos inh,i,i,i,i,.,i
Nrf2 inh,-22%,2%,4%,-3%,27%,1%
Nrf2 activator,-1.1%,-0.6%,7.1%,2.1%,0.2%,0.1%
TGFb inhibitor,?,2%,?,-18%,3%,-8%
CCT modulator,-2.0,-1.1,0.2,2.0,.,-4.0
A549 tox,-1%,-3%,0%,1%,0%,6%
HepG2 tox,-16%,-3%,22µM*,-7%,4%,19%
S2 tox,i,?,i,i,i,i

(25) CCC(=O)Nc1ccc(NC(=O)c2ccccn2)cn1
(26) CCOC(=O)C1=C(N)OC2=C(C(=O)CC(C)(C)C2)C1c1cccs1 (centres undefined)
(27) CCN(CC)CCNC(=O)c1ccc(NC(=O)c2cn(-c3ccc(F)cc3)nc2-c2cccc(OC)c2)cc1
(28) C/C(=N\Nc1nc2c(s1)CCCC2)c1ccc(Cl)cc1
(29) CN(C(=O)COC(=O)c1cc2ccccc2oc1=O)C1CCCCC1
(30) CCN(CC)CCCNC(=O)N[C@@H](Cc1ccccc1)C(=O)O
assay / compound,25,26,27,28,29,30
MmCpn inh,2%,-3%,3%,1%,-11%,-3%
Akt phos inh,i,i,i,i,i,i
Nrf2 inh,-2%,18%,2%,?,-1%,11%
Nrf2 activator,-1.2%,4.2%,5.2%,12%,1.0%,-1.0%
TGFb inhibitor,18%,4%,?,?,20%,?
CCT modulator,-2.1,-1.7,-1.2,-1.2,2.0,-3.4
A549 tox,-7%,-5%,-26%,0%,0%,1%
HepG2 tox,-17%,-3%,i,-21%,-1%,10%
S2 tox,i,i,28µM*,i,i,i

(31) COC(=O)c1ccc(CN2CCCC(C(=O)Nc3ccc(-c4ccn[nH]4)cc3)C2)cc1 (centres undefined)
(32) COc1ccc(CCNC(=O)Cn2cnc3sc(C)c(-c4ccc(F)cc4)c3c2=O)cc1OC
(33) CCOC(=O)c1oc2ccccc2c1NC(=O)c1ccc2c(c1)OCO2
(34) O=c1c2ccccc2nnn1Cc1ccc2ccccc2c1
(35) CCOc1ccc(S(=O)(=O)Nc2ccc(C(=O)NCC3CCCO3)cc2)cc1 (centres undefined)
(36) O=C(c1ccco1)N1CCC(c2nc(-c3ccccc3Cl)no2)CC1
assay / compound,31,32,33,34,35,36
MmCpn inh,2%,-2%,0%,1%,-2%,2%
Akt phos inh,i,i,i,i,i,i
Nrf2 inh,11%,-19%,?,-18%,-3%,.
Nrf2 activator,0.3%,0.1%,3.1%,4.0%,0.0%,0.3%
TGFb inhibitor,0%,0%,-14%,16%,5%,10%
CCT modulator,0.9,-1.7,-0.6,-3.4,-4.2,-0.9
A549 tox,-3%,-20%,2%,1%,13%,-5%
HepG2 tox,4%,0%,-21%,-29%,-24%,-4%
S2 tox,i,i,i,i,i,i

(37) CCCC(=O)Nc1ccc(N2CCOCC2)cc1
(38) Cc1c([N+](=O)[O-])cc(C(=O)Nc2ccc(Cc3ccncc3)cc2)cc1[N+](=O)[O-]
(39) Cc1cccc2nnc(-c3ccccc3)n12
(40) NC(=O)c1cc(S(=O)(=O)N2CCN(c3cccc(Cl)c3)CC2)cs1
(41) CC(OC(=O)C1CCN(S(=O)(=O)c2ccc(Cl)cc2)CC1)C(=O)N1CCc2ccccc21 (centres undefined)
(42) CCCN(CCC)S(=O)(=O)c1ccc(C(=O)NCc2ccco2)cc1
(43) O=C(CSC(=S)N1CCCC1)c1ccccc1
(44) O=C(CN1C(=O)CSC1=O)NC1CCCCC1
(45) Cc1ccc(Oc2ccc(-c3nc(N)nc(N)n3)cc2)cc1
assay / compound,37,38,39,40,41,42,43,44,45
MmCpn inh,1%,1%,.,-4%,0%,0%,1%,0%,0%
Akt phos inh,i,i,i,i,i,i,i,i,i
Nrf2 inh,6%,?,1%,1%,?,-27%,?,-8%,-18%
Nrf2 activator,1.9%,-0.8%,-0.2%,-0.1%,2.1%,-0.2%,0.4%,0.3%,-0.4%
TGFb inhibitor,0%,-29%,15%,-2%,-13%,6%,-12%,-7%,16%
CCT modulator,1.9,0.0,0.4,-2.3,-4.4,-1.1,-4.8,-1.2,2.2
A549 tox,13%,-11%,1%,3%,-21%,-1%,6%,-9%,-1%
HepG2 tox,2%,-29%,12%,9%,-14%,-2%,-38%,-72%,-22%
S2 tox,i,i,i,i,i,i,i,i,i

Three of the entries above in order of the MmCpn inh value, smallest number first.
item	SMILES	MmCpn inh
40	NC(=O)c1cc(S(=O)(=O)N2CCN(c3cccc(Cl)c3)CC2)cs1	-4%
41	CC(OC(=O)C1CCN(S(=O)(=O)c2ccc(Cl)cc2)CC1)C(=O)N1CCc2ccccc21 (centres undefined)	0%
43	O=C(CSC(=S)N1CCCC1)c1ccccc1	1%
